BioA inh: M. tuberculosis BioA enzyme inhibitors, primary screen, biochemical, plate reader, single point, HTS | 7,8-diaminopelargonic acid synthase BioA (Mycobacterium tuberculosis) | purified M. tuberculosis BioA enzyme | inhibition, % at 9.99 µM | 360,000 tested, 0.096% active | AID 602481, 2012; in the data active means inhibition above about 40%; inconclusive means no clear call, values can overlap the other calls
GDH-TPI inh: GDH-TPI coupling enzyme inhibitors, primary screen, artefact control for M. tuberculosis FBA inhibitor project, biochemical, absorbance, full deck; GDH-TPI coupled enzyme counterscreen, NADH absorbance; inhibition, % at 4.8 µM; 360,000 tested, 1.2% active;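 further: 0% = DMSO wells and 100% = wells lacking the enzyme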
Mtb FBA inh: Mtb FBA enzyme inhibitors, primary screen, biochemical, fluorescence, strain H37Rv; Fructose-bisphosphate aldolase (Mycobacterium tuberculosis (strain ATCC 25618 / H37Rv)), …; purified M. tuberculosis FBA, fluorescence read-out; inhibition, % at 1 µM; 360,000 tested, 2.3% active; AID 588726, 2011; in the data active means inhibition above about 27%;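 further: 0% = vehicle and 100% = reference inhibitor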
Target sequence (P9WQA3 whole entry, looked up): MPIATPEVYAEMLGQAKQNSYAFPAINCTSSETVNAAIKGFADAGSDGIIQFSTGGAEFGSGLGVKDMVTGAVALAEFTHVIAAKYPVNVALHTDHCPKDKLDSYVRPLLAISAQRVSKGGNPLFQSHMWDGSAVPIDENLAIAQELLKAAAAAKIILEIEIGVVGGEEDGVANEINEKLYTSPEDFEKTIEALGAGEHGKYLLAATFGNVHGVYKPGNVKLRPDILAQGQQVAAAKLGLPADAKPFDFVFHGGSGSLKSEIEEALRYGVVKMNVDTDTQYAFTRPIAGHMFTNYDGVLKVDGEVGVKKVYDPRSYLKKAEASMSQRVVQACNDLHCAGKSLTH
BoNT-F LC inh: BoNT/F light chain protease inhibitors, primary screen, biochemical, flow cytometry, MLPCN library | inhibition, % at 10 µM | Multiplex microsphere protease cleavage assay | 360,000 tested, 0.22% active | AID 588497, 2011 | Botulinum neurotoxin type F light chain protease (Clostridium botulinum); in the data active means inhibition above about 35%, passing the limit was not always enough; inconclusive means no clear call, values can overlap the other calls; further: plate controls were buffer without enzyme for full effect and enzyme alone for no effect
Rv3671c protease: Rv3671c serine protease inhibitors, primary screen, biochemical, fluorescence polarization, M. tuberculosis H37Rv; inhibition, % at 5.96 µM; 320,000 tested, 0.048% active; P9WHR9; AID 2606, 2010; in the data active means inhibition above about 38%;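 further: extracellular domain of Rv3671c used as enzyme; 0% = enzyme with DMSO and 100% = no enzyme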
Target sequence (P9WHR9 whole entry, looked up, the tested form may be a part): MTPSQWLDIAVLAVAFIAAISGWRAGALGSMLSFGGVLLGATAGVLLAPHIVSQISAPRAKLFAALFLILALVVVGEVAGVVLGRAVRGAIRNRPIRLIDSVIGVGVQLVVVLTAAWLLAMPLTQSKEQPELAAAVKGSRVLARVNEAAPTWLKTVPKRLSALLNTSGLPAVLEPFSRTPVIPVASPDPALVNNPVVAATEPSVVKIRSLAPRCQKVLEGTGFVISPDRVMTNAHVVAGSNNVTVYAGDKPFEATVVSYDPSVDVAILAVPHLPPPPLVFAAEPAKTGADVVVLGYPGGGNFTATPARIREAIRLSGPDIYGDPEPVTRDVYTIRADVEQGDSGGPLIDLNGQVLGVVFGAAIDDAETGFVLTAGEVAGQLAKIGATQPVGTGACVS
FadD28 FP inh: inhibitors of FadD28 bisubstrate probe binding, primary screen, biochemical, fluorescence polarization, single point. Mycobacterium tuberculosis FadD28 fatty-acid-AMP ligase. inhibition, % at 12.5 µM. 360,000 tested, 0.22% active. AID 588549, 2011; in the data active means inhibition above about 8.5%, passing the limit was not always enough; inconclusive means no clear call, values can overlap the other calls
MazF activator: activators of E. coli MazEF toxin-antitoxin RNase, primary screen, biochemical, fluorescence, uHTS | 350,000 tested, 0.32% active | FAM/BHQ RNA-DNA oligo cleavage fluorescence, 5 h | activation, % at 20 µM; in the data active means activation above about 50%
Target sequence (P0AE70 whole entry, looked up): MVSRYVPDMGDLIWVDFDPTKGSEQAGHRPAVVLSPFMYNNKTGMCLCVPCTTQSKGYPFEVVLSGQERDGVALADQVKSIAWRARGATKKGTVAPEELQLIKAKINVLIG
CCHFV vOTU inh: CCHFV vOTU protease inhibitors, primary screen, biochemical, Pep-AMC substrate, fluorescence | 370,000 tested, 0.55% active | Crimean-Congo hemorrhagic fever virus L polyprotein viral ovarian tumor (vOTU) protease … | inhibition, % at 11.5 µM; further: 0% = vehicle wells with enzyme and 100% = no enzyme wells
DUSP3 inh: VHR1 phosphatase inhibitors, primary screen, biochemical, absorbance, uHTS | inhibition, % at 13.3 µM | 290,000 tested, 0.52% active | recombinant VHR phosphatase, pNPP absorbance | AID 1654, 2009; in the data active means inhibition above about 50%; further: some compounds called inactive have numbers as strong as hits
Target sequence (P51452 whole entry, looked up): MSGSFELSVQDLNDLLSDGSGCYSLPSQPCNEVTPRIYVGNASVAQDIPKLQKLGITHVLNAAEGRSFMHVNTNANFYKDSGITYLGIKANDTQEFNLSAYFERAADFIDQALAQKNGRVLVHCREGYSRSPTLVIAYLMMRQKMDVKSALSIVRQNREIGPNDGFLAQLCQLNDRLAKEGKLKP
Mtb UGM inh: M. tuberculosis UGM enzyme inhibitors, primary screen, biochemical, fluorescence polarization, single point | UDP-galactopyranose mutase (Mycobacterium tuberculosis (strain ATCC 25618 / H37Rv)), … | purified UGM, fluorescence polarization probe displacement | 320,000 tested, 0.06% active | inhibition, % at 10 µM; in the data active means inhibition above about 10%, passing the limit was not always enough; inconclusive means no clear call, values can overlap the other calls
* marks the source's active call; other numbers are inactive results; i = inactive; ? = inconclusive; / = no result given. Unless noted, no stated cut-off is given here; in the data, active means inhibition above about 30%; inactive means the rest. This is a random part of the collection (roughly 4.9% active in at least one column).

SMILES | BioA inh | GDH-TPI inh | Mtb FBA inh | BoNT-F LC inh | Rv3671c protease | FadD28 FP inh | MazF activator | CCHFV vOTU inh | DUSP3 inh | Mtb UGM inh
Cc1csc(Nc2ccc(Cl)cc2)[n+]1-c1ccc(Cl)cc1 | / | 2 | -2 | -7 | -3 | -4.4 | 4 | 1 | 5 | 2.6
N#CC1=C2SCN(c3ccccc3)CN2C(=O)CC1c1cccs1 (centres undefined) | -0.7 | 6 | 1 | 9 | -11 | 1.2 | 0 | 6 | 9 | 1.9
COC(=O)c1cn(NC(=O)c2cccc(N(C)C)c2)c(=O)c2ccccc12 | 0.6 | 18 | -1 | -6 | -2 | -1.5 | 1 | 10 | 21 | -1.2
COCCNC(=O)c1onc(CSc2ccc(F)c(F)c2)c1C(=O)NCCOC | -0.8 | -1 | 0 | 5 | -5 | -0.8 | 6 | -5 | / | -1.4
O=S(=O)(NC(CO)Cc1ccccc1)c1ccc(Br)cc1F (centres undefined) | 1.0 | -4 | 0 | 2 | / | -0.3 | 7 | -4 | / | /
O=C(COC(=O)[C@H](Cc1ccccc1)NC(=O)c1ccco1)Nc1ccccc1 | -0.2 | 1 | 0 | -3 | 0 | -2.6 | 6 | 11 | / | -2.9
O=C(c1cc(-c2ccccc2)on1)N1CCCC1 | -0.6 | 10 | -1 | -10 | -2 | 0.1 | 6 | -25 | 11 | 1.5
CC1(CC(=O)O)C(=O)N=C2C=CC=CN21 (centres undefined) | -0.6 | 2 | 167* | -6 | / | -4.9 | 1 | -109 | -9 | /
O=C(CCC1CCCC1)N1CCN(S(=O)(=O)Cc2ccccc2)CC1 | / | -7 | -13 | 13 | 1 | -2.9 | -6 | -15 | 3 | -0.4
CC1CCN(C(=O)c2ccc3c(=O)n4c(nc3c2)CCCCC4)CC1 | -1.1 | -1 | 2 | 0 | -12 | 1.7 | 14 | -3 | 1 | 0.2
Cc1cc(C)nc(Nc2n[nH]c(-c3ccccc3Cl)n2)n1 | / | -4 | 1 | -3 | 5 | -4.8 | 9 | 2 | 30 | -1.5
CCCc1cc(=O)[nH]c2nnc(SCC(=O)NC3CCCCC3)n12 | -0.3 | 2 | 3 | -7 | 12 | 1.0 | 0 | -1 | / | 0.4
CCOc1ccccc1-n1c(=S)sc2c(=O)n(-c3ccccc3)c(=S)[nH]c21 | / | 23 | 0 | -11 | 1 | -1.4 | 2 | -5 | 4 | -0.9
Cc1ccc(C(=O)Nc2cccc(S(=O)(=O)N3CCCC3)c2)o1 | -1.7 | -5 | 4 | 2 | 1 | 0.1 | -2 | -3 | / | 1.5
CN1CCN(C(=O)C2(NC(=O)NCc3ccccc3)CCCCC2)CC1 | 0.2 | 19 | 5 | -3 | 7 | 0.4 | -5 | -5 | 0 | 0.1
OC[C@@H]1CN(Cc2ccco2)C[C@H](n2cnc3c(NCc4ccc(F)cc4)ncnc32)O1 | 1.2 | 3 | -1 | -6 | / | -2.7 | / | -1 | / | /
O=C(COC(=O)CNC(=O)c1ccccc1F)NC12CC3CC(CC(C3)C1)C2 | -0.3 | 1 | 0 | 1 | 0 | -0.3 | -3 | 11 | / | 2.9
CCCCCCN1C(=O)C(O)=C(C(C)=O)C1c1ccccc1[N+](=O)[O-] (centres undefined) | / | 13 | -4 | 2 | / | -2.5 | 14 | 0 | 1 | /
Cc1ccc(-n2ncc3c(=O)n(CC(=O)OCc4ccccc4)cnc32)cc1 | 5.0 | -8 | 0 | -1 | 4 | -4.7 | -5 | 6 | 11 | -0.3
O=C(Nc1cc(Cl)cc(Cl)c1)c1coc(=O)c(Br)c1 | 1.7 | 32* | 137* | ? | 5 | -4.1 | 2 | -52 | 20 | -1.2
CCC(C)[C@H](NC(=O)[C@@H]1Cc2ccccc2CN1)C(=O)NCc1ccc(C)cc1 (some centres undefined) | 0.1 | -6 | 1 | -12 | / | 0.8 | -8 | 5 | / | /
CC(C)C[C@H](NC(=O)NCc1ccc(F)cc1)C(=O)O | -3.5 | 9 | 6 | 4 | 0 | -1.3 | -2 | -14 | 0 | 1.3
CCCCS/C(=C(/C#N)C(N)=O)c1cc2c([nH]1)CCCC2 | 1.9 | 16 | -9 | 0 | -7 | -0.8 | 7 | 12 | 9 | 0.7
Cc1cc2oc(C(=O)NCC(c3ccco3)N3CCCC3)c(C)c2cc1C (centres undefined) | -1.5 | 5 | 7 | -7 | / | -2.1 | 6 | 10 | / | /
O=C(Nc1ccc(C(=O)N2CCCCC2)cc1)c1ccc([N+](=O)[O-])cc1 | -0.4 | 4 | -1 | -1 | 4 | -1.8 | 6 | 3 | 14 | -2.3
Cc1nn(-c2ccccc2)c(N2CCCC2)c1/C=N/NC(=O)c1cc2ccccc2cc1O | / | 19 | 0 | -2 | 1 | -4.0 | -31 | -2 | -6 | 1.2
COc1ccccc1CC(=O)Nc1ccccc1C(=O)O | -0.7 | 0 | 5 | 7 | 4 | 1.4 | -1 | 18 | 18 | -1.4
NC(=S)N/N=C/c1coc2ccc(F)cc2c1=O | 1.6 | 2 | 4 | 1 | 33 | 0.5 | -4 | -1 | -16 | -2.3
COc1cccc(-c2cc3nc(NCc4ccc5occc5c4)n(C)c(=O)c3s2)c1 | -2.9 | 12 | -1 | -2 | / | -4.1 | / | -11 | / | /
O=C(O)c1ccc(N/N=C/C=C/c2ccc([N+](=O)[O-])o2)cc1 | 3.1 | 31* | -26 | -1 | -14 | 2.8 | 41 | 15 | 22 | -1.6
CS(=O)(=O)c1cccc(-c2nnc(NC(=O)CCS(=O)(=O)c3ccccc3)o2)c1 | / | 2 | -1 | 4 | -3 | 0.0 | 8 | -1 | / | 1.7
Brc1ccc(CNCc2cccs2)cc1 | / | 1 | 7 | -5 | 0 | -2.3 | 9 | 16 | -4 | 0.8
CCOC1(c2ccccc2)OC(=O)c2ccccc21 (centres undefined) | / | 0 | 2 | 1 | 0 | -1.4 | 3 | 2 | 14 | 0.3
CCSC1(SCC)N=C(N)C2(C#N)C(c3ccccc3)NC3=C(CCC3)C12C#N (centres undefined) | -0.1 | 7 | 3 | -5 | -4 | -1.0 | 6 | 1 | -6 | 1.2
O=C1c2cc(F)ccc2-n2c1nc1ccccc1c2=O | / | 5 | 1 | ? | 6 | -2.2 | -41 | 29 | -6 | -2.2
CC(C)CCn1c(SCc2ccc(Cl)cc2)nc2c1c(=O)[nH]c(=O)n2C | -1.6 | 14 | -2 | -3 | -4 | -4.8 | 1 | 2 | 1 | -0.3
COn1c(=O)c(-c2cccs2)[n+]([O-])c2ccccc21 | -0.9 | 0 | 3 | -16 | 12 | -0.4 | -5 | 2 | 20 | 3.9
COc1ccc(OC)c(S(=O)(=O)NCc2ccccc2)c1 | 0.8 | 14 | -2 | -6 | 1 | -4.3 | 6 | -4 | 13 | 1.2
Cc1cccc(C)c1NC(=O)COC(=O)CCC(=O)c1cccs1 | / | -6 | -1 | -2 | 3 | -0.3 | 3 | -6 | 10 | 3.8
COc1ccc(C(=O)OCC(=O)NCc2ccccc2)c(OC)c1OC | 1.5 | 0 | 0 | -2 | 4 | -0.2 | -3 | -9 | 13 | -2.5
NCCC(=O)N1c2ccccc2Sc2ccc(Cl)cc21 | -6.0 | 2 | 3 | 8 | 3 | -2.0 | 13 | -7 | -1 | 0.0
CCC(C(=O)O)n1c2ccccc2c2cn[nH]c(=O)c21 (centres undefined) | -0.7 | -4 | 5 | 14 | 9 | 0.7 | 4 | 25 | -4 | 0.8
CCN(CC(=O)Nc1c(F)cccc1F)C(=O)CSCC(=O)Nc1cc(C)on1 | / | 9 | 3 | -1 | 1 | -0.2 | -10 | 7 | / | 1.4
COC(=O)CSc1nc2sc3c(c2c(=O)n1-c1ccccc1)CCN(C)C3 | 1.0 | 30 | 17 | 20 | 1 | -3.5 | 4 | -32 | -2 | -0.1
OCCOCCNc1ncnc2c1c(-c1ccccc1)cn2-c1ccccc1 | 5.4 | -4 | -1 | 1 | -4 | -2.4 | -6 | 0 | -17 | -1.5

Full records from above. Order of screens: BioA inh, GDH-TPI inh, Mtb FBA inh, BoNT-F LC inh, Rv3671c protease, FadD28 FP inh, MazF activator, CCHFV vOTU inh, DUSP3 inh, Mtb UGM inh
CCSC1(SCC)N=C(N)C2(C#N)C(c3ccccc3)NC3=C(CCC3)C12C#N (centres undefined) as listed: -0.1, 7, 3, -5, -4, -1.0, 6, 1, -6, 1.2
CS(=O)(=O)c1cccc(-c2nnc(NC(=O)CCS(=O)(=O)c3ccccc3)o2)c1 as listed: /, 2, -1, 4, -3, 0.0, 8, -1, /, 1.7
CC(C)CCn1c(SCc2ccc(Cl)cc2)nc2c1c(=O)[nH]c(=O)n2C as listed: -1.6, 14, -2, -3, -4, -4.8, 1, 2, 1, -0.3
NCCC(=O)N1c2ccccc2Sc2ccc(Cl)cc21 as listed: -6.0, 2, 3, 8, 3, -2.0, 13, -7, -1, 0.0

Next entries:
SMILES | BioA inh | GDH-TPI inh | Mtb FBA inh | BoNT-F LC inh | Rv3671c protease | FadD28 FP inh | MazF activator | CCHFV vOTU inh | DUSP3 inh | Mtb UGM inh
CCOC(=O)C(C)n1cnc2scc(-c3ccc(C)cc3)c2c1=O (centres undefined) | 0.2 | 3 | 0 | ? | 1 | -3.0 | -10 | 20 | 16 | 3.0
CN(CC(=O)Nc1ccccc1Br)C(=O)COc1cccc2c1OC(C)(C)C2 | -0.1 | 2 | 1 | 10 | -9 | -0.6 | -2 | 2 | / | 1.9
COC(=O)C1=Nc2ccccc2/C1=C\c1c(O)n(-c2cc(OC)ccc2OC)c(=O)[nH]c1=O | / | 12 | 9 | -2 | -14 | -1.9 | -5 | -3 | 2 | -0.1
C=CCC[C@@H](Cc1ccc(F)cc1)C(=O)OC[C@@H](Cc1c[nH]c2ccccc12)NC(=O)[C@@H](CC=C)CC(=O)N[C@@H](CO)Cc1ccccc1 | -0.8 | 6 | -1 | -5 | 0 | -3.0 | -5 | 21 | / | 1.2
O=C(Nc1c(C(=O)O)oc2ccc(Br)cc12)c1ccccc1 | 2.0 | 4 | -5 | -6 | -10 | -16 | 1 | / | 5 | 3.8
CCOc1ncccc1C(=O)Nc1ccccc1C(=O)NCc1ccc2c(c1)OCO2 | 0.1 | 6 | 1 | -6 | -8 | -1.7 | 8 | -2 | 27 | -1.7
CCc1ccc(NC(=O)Nc2cnccn2)cc1 | -2.3 | 11 | 0 | -3 | 1 | -3.0 | -5 | 10 | 6 | 2.2
Nc1ccc2nc3c(=O)n(CCc4ccccc4)c(=O)[nH]c3nc2c1 | -8.5 | 5 | -11 | / | -24 | -1.1 | i | 6 | 2 | ?
Cc1ccc(C)c(-n2c(-c3ccco3)n[nH]c2=S)c1 | 0.3 | -21 | 5 | ? | 10 | -3.6 | 1 | 2 | / | -3.5
CC(=O)N1CCN(c2ccc([N+](=O)[O-])cc2C=C2C(=O)NC(=O)NC2=O)CC1 | 44* | 3 | -12 | -2 | 5 | -2.3 | -3 | 4 | 9 | 1.3
COc1cc(/C=N/NC(=O)Cn2nnc3ccccc32)ccc1O | / | 16 | 5 | 1 | -6 | -2.0 | 6 | 3 | -1 | -2.0
O=C(NN=C1CCCC1)c1cc(Cl)cc(Cl)c1O | 1.9 | 9 | 41* | 2 | 7 | 20* | 2 | -13 | -8 | 0.3
